Screens from PubChem BioAssay.
MKP-3 inhibition: MKP-3 phosphatase inhibitors, primary screen, biochemical, rat enzyme, in vitro (AID 425); recombinant MKP-3 phosphatase activity, fluorescence; higher % means a stronger effect; inhibition, % at 20 µM; hits with a dose series show IC50 in µM; 0.17% of 110,000 active; in the data active = inhibition above about 50%;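 note: plate controls were vehicle for no effect and reference inhibitor for full effect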
Hsp70 inhibitors: Hsp70 inhibitors, probe displacement, primary screen, biochemical, fluorescence polarization (AID 583); Heat shock 70 kDa protein 1A (Homo sapiens); Hsp70 fluorescence polarization probe displacement, mP; higher % means a stronger effect; one-dose displacement, % at 20 µM; IC50 in µM for titrated hits; 0.06% of 140,000 active; in the data active = displacement above about 50%;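 note: plate controls were vehicle for no effect and reference ligand for full effect; a part of the inactive calls stands beside numbers as strong as those of hits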
Starred values were filed as active, the others as inactive; . = no result given; & = joins results of further samples.

Under each structure – Hsp70 inhibitors | MKP-3 inhibition
- CCOC(=O)N1CCC(NC(=O)CCc2c(C)nc3ncnn3c2C)CC1
  -1.7% | -1%
- Cc1cccc(C)c1NC(=O)CCCSc1nnc(-c2ccco2)o1
  -0.2% | -7%
- COC(=O)C1CCN(c2cc(=O)n(-c3ccccc3Cl)c(=O)[nH]2)CC1
  -1.4% | -6%
- COc1ccc(N2C(=O)CC(n3c(CCCCO)nc4ccccc43)C2=O)cc1 (stereo not drawn)
  1.5% | -2%
- CCC1(C(=O)O)NC(c2cc(OC)ccc2O)C2C(=O)N(Cc3ccccc3)C(=O)C21 (stereo not drawn)
  -3.5% | 0%
- Cc1cccc(-n2ncc3c(NCCc4ccc(S(N)(=O)=O)cc4)ncnc32)c1
  -0.4% | 3%
- O=[N+]([O-])c1ccc(C=Nc2ccc(Oc3ccccc3)cc2)s1
  5.0% | 0%
- Cc1nnc(NC(=O)CSc2nnc(CCc3nc4ccccc4[nH]3)n2C)s1
  2.4% | 3%
- O=C(CSc1nc(O)c(C2CCCCC2)c(=O)[nH]1)NCC1CCCO1 (stereo not drawn)
  6.3% | 2%
- NS(=O)(=O)c1ccc(N/C=C/C(=O)c2ccc(Cl)c(Cl)c2)cc1
  -0.2% | -1%
- Cc1ccc(NC(=O)C2C3C=CC4(CN(Cc5cccnc5)C(=O)C24)O3)cc1 (stereo not drawn)
  1.4% | 8%
- CC(=O)Nc1ccc(C(=O)N2CCCc3ccccc32)cc1
  1.0% | 1%
- O=C1c2cccc3c([N+](=O)[O-])ccc(c23)C(=O)N1c1nccs1
  9.3% | .
- CCOC(=O)c1c(N)sc2c(O)c(Br)ccc12
  5.3% | -11%
- COc1ccccc1C(=O)Nc1ccc2nn(-c3ccc(F)cc3)nc2c1
  -0.2% | 4%
- CCc1ccc(N2CC(C(=O)Nc3nccs3)CC2=O)cc1 (stereo not drawn)
  4.5% | -7%
- O=C1c2ccccc2C(=O)C1c1ccnc2ccccc12
  19% | .
- Cc1cc(Br)ccc1OCC(=O)O/N=C(\N)c1ccncc1
  -3.9% | 3%
- C=CC[n+]1c(-c2ccc(OCC)cc2)csc1NNC(=O)Nc1ccccc1
  3.1% | .
- COC(=O)NCc1ccc(S(=O)(=O)N2CCOCC2)cc1
  0.4% | -9%
- COC(=O)COc1ccc(S(=O)(=O)NC2CCCCCC2)cc1
  3.3% | -2%
- CCOCCOC(=O)CCSc1n[nH]c(=O)[nH]c1=O
  6.8% | 7%
- COc1ccc(OC)c2sc(NC(=O)C3CC3)nc12
  3.9% | -4%
- O=C1OC(Oc2ccccc2)(c2ccccc2)c2ccccc21 (stereo not drawn)
  -1.6% | -1%
- COc1ccc([C@@H]2Sc3ccccc3N(CCN(C)C)C(=O)[C@@H]2OC(C)=O)cc1
  -1.0% | 2%
- COc1cc(OC)cc(C(=O)Nc2ccc(-c3nc4ccccc4s3)c(O)c2)c1
  -4.8% | 6%
- CCOC(=O)C1C(=O)C(C(=O)OCC)C(c2cccnc2)NC1c1cccnc1 (stereo not drawn)
  0.9% | -1%
- CCN1C(=O)/C(=C/c2c(F)cccc2Cl)SC1=S
  -2.2% | -1%
- COc1ccc(-n2nnc3c(=O)n(CC(=O)OCc4ccccc4)cnc32)cc1
  -5.8% | 4%
- COc1ccc(-c2cc(C(F)(F)F)nc(SCCC(=O)N3CCCC3)n2)cc1
  5.7% | .
- Cc1cc(OCC(=O)NCc2ccco2)ccc1Br
  0.2% | 2%
- CC(CCc1ccccc1)NC(=O)c1cncc(Br)c1 (stereo not drawn)
  3.7% | .
- CCOC(=O)NC(Nc1nnc(C)s1)(C(=O)OCC)C(F)(F)F (stereo not drawn)
  -3.8% | -11%
- COc1cc(C(=O)NCCC2=CCCCC2)cc(OC)c1OC
  -4.0% | -1%
- CCOC(=O)c1conc1-c1ccc(N(CC)CC)cc1
  -50% | -1%
- CCc1nc2ccccc2n1CCC(C)C
  1.0% | -8%
- Cc1ccccc1Cn1c(CN2CCN(C(=O)c3ccco3)CC2)nc2c1c(=O)n(C)c(=O)n2C
  3.2% | -16%
- CCCSc1nsc(SCCC)c1C(N)=O
  2.3%&-2.3% | -2%&5%
- C=CCc1cc(C)ccc1OCC(O)CN1CCN(c2ccccc2)CC1 (stereo not drawn)
  8.9% | -1%
- COc1ccc(C(C#N)Nc2ccccc2C)cc1 (stereo not drawn)
  -1.5% | .
- Cn1cnnc1-c1cccc(NS(=O)(=O)c2ccc(N3CCCC3=O)cc2)c1
  6.1% | .
- N#CCCSc1ccccc1NC(=O)c1ccc(S(=O)(=O)N2CCCC2)cc1
  5.2% | -4%
- COc1cc(-c2ncnn2-c2sc3c(c2C#N)CCCC3)ccc1O
  4.0% | 2%
- CC(C)c1nnc(NC(=O)c2ccc(N3C(=O)CCC3=O)cc2)s1
  -3.5% | -12%
- CC(C)c1ccc(N2C(=O)CSC23C(=O)Nc2ccccc23)cc1 (stereo not drawn)
  2.3% | -4%
- CCOC(=O)c1cccc(NC(=O)C2CCCN(S(=O)(=O)c3c(C)n[nH]c3C)C2)c1 (stereo not drawn)
  2.5% | -16%
- Cc1ccc(NC(=O)CSc2nnc(C)n2-c2ccccc2)cc1
  -3.2% | .
- Cn1c(NC(=O)c2cccnc2)nc2ccccc21
  3.8% | -7%
- COc1cccc(C2CC(c3ccccc3Cl)n3nnnc3N2)c1 (stereo not drawn)
  -1.3% | 8%
- O=C(N/N=C/c1ccc(O)c(O)c1)c1ccc(-c2ccccc2)cc1
  -4.3% | -4%
- COc1ccc(/C=N/N(C)c2cc(C)nc(-c3ccccc3O)n2)cc1OC
  0.2% | 4%
- O=C(CCn1c(=O)oc2ccccc21)N1CCN(c2ccccc2Cl)CC1
  -1.1% | -4%
- Cc1cc(NC(=O)CC23CC4CC(C2)CC(CC(=O)Nc2cc(C)on2)(C4)C3)no1
  -4.3% | 3%
- COc1ccccc1NC(=O)CCSc1nnnn1C
  -0.1% | -11%
- O=C(NCCCNC(=O)NC1CCCCC1)NC1CCCCC1
  -0.9% | 0%
- O=C(NCCN1CCN(Cc2ccccc2)CC1)C1CC(=O)N(C2CCCC2)C1 (stereo not drawn)
  1.9% | 5%
- CC1=CS/C(=C(/C#N)C(=O)NCc2ccco2)N1c1ccccc1
  . | -8%
- O=C(CNC(=O)C(c1ccccc1)c1ccccc1)N/N=C/c1cn[nH]c1-c1ccccc1
  2.7% | 1%
- Cc1[nH]n(-c2ccccc2)c(=O)c1/C=C1/C=Nc2ccccc21
  9.2% | -5%
- COc1ccc(CSc2nnc(CNS(C)(=O)=O)o2)cc1
  0.0% | .

(next part)
Under each structure – Hsp70 inhibitors | MKP-3 inhibition
- COC(=O)CSc1nnc(-c2ccccc2O)n1-c1ccc(C)cc1
  1.4% | 3%
- COc1ccc(S(=O)(=O)N(CCc2ccccc2)CC(=O)O)cc1OC
  1.2% | -10%
- Cc1ccccc1-c1nc(-c2cccnc2)no1
  5.1% | -1%
- O=C1CC(c2ccccc2)n2nc(NC(=O)c3cccnc3)nc2N1 (stereo not drawn)
  4.8% | -7%
- Cc1ccc(S(=O)(=O)CCc2nnc(NC(=O)c3ccccn3)s2)cc1
  3.6% | -8%
- CC(C)CC(C(=O)O)N1C(=O)C2C3C=CC(C2C1=O)C1C(=O)N(C(CC(C)C)C(=O)O)C(=O)C31 (stereo not drawn)
  1.2% | 4%
- COc1ccc(OC)c(Nc2nc(C3CC3)nc3c2nnn3Cc2ccccc2)c1
  -2.3% | .
- COc1ccc(C(=O)COc2ccc(NC(C)=O)cc2)cc1
  4.7% | -3%
- CN(C)C=Nc1nonc1-c1ncn[nH]1
  -4.7% | -5%
- Clc1ccc(-c2nnc(-c3ccccc3Cl)o2)cc1
  -5.1% | 4%
- CN1CCN(C(=O)c2cnn3c(C(F)(F)F)cc(-c4cccs4)nc23)CC1
  0.8% | 3%
- Cc1csc(/C(C#N)=C/c2sccc2C)n1
  -1.1% | 2%
- COc1cccc(N2CCN(C(=O)c3ccc(N4C(=O)NC5CC4(C)Oc4ccccc45)cc3)CC2)c1 (stereo not drawn)
  10% | -7%
- CCOC(=O)NCc1ccc(S(=O)(=O)Nc2ccccc2C)cc1
  -2.0% | -5%
- CC(O)CNc1nc2c(c(=O)n(C)c(=O)n2C)n1C/C=C/c1ccccc1 (stereo not drawn)
  2.5% | -7%
- Cc1cc2c(cc1C)CN(c1cccc(C(=O)NN)c1)C2
  -1.4% | 8%
- Cc1cc(C(=O)OCC(=O)NC2CCS(=O)(=O)C2)c(C)n1-c1ccccc1 (stereo not drawn)
  3.5% | 0%
- CCOC(=O)c1ccccc1NC(=O)CN(c1ccc(OC)c(Cl)c1)S(C)(=O)=O
  -1.5% | -2%
- O=C1N=c2ccccc2=C1c1sc(=S)n(CC2CCCO2)c1O (stereo not drawn)
  0.5%&1.6% | 3%&2%
- COc1ccc(C(=O)N2CCN(CCCc3ccccc3)CC2)cc1
  -1.5% | 2%
- CCOc1ccc(/C(O)=C2/C(=O)C(=O)N(CCCn3ccnc3)C2c2cccs2)cc1Cl (stereo not drawn)
  . | 6%
- COc1ccc(OC)c(NC(=O)CN2CCN(C(=O)c3ccco3)CC2)c1
  -0.2% | -2%
- COc1ccc(OC)c(NC(=O)c2c(NC(=O)CNCc3ccco3)sc3c2CCC3)c1
  -0.3% | 0%
- C=CCn1c(SCn2nnc3ccccc3c2=O)nnc1-c1ccc(Cl)cc1
  -0.9% | -5%
- Cc1ccc(NS(=O)(=O)N(C)C)cc1
  -1.6% | .
- O=C(c1cccc(F)c1)c1ccc2c(c1)CCCO2
  2.9% | -2%
- O=C(c1cccnc1)N1N=C(c2ccncc2)CC1(O)C(F)(F)F (stereo not drawn)
  3.9% | 0%
- Cc1cc(=O)[nH]c(N/N=C/c2ccc(Br)cc2)n1
  1.0% | 1%
- COc1ccc(-n2c(O)c(C=Nc3cccc(F)c3)c(=O)[nH]c2=O)cc1
  -8.3% | 2%
- COCCNC(=O)c1ccc(OC)c(OC)c1
  2.5% | 0%

In a second layout: entries from further up.
Structure	Hsp70 inhibitors	MKP-3 inhibition
CC(O)CNc1nc2c(c(=O)n(C)c(=O)n2C)n1C/C=C/c1ccccc1 (stereo not drawn)	2.5%	-7%
Cc1ccc(NS(=O)(=O)N(C)C)cc1	-1.6%	.
CCOC(=O)NCc1ccc(S(=O)(=O)Nc2ccccc2C)cc1	-2.0%	-5%
C=CCn1c(SCn2nnc3ccccc3c2=O)nnc1-c1ccc(Cl)cc1	-0.9%	-5%
Cc1cc(C(=O)OCC(=O)NC2CCS(=O)(=O)C2)c(C)n1-c1ccccc1 (stereo not drawn)	3.5%	0%
COc1ccc(OC)c(Nc2nc(C3CC3)nc3c2nnn3Cc2ccccc2)c1	-2.3%	.
O=C(c1cccc(F)c1)c1ccc2c(c1)CCCO2	2.9%	-2%

Fetched by compound from the entries so far (two):
Under each structure – Hsp70 inhibitors | MKP-3 inhibition
- CCOc1ccc(/C(O)=C2/C(=O)C(=O)N(CCCn3ccnc3)C2c2cccs2)cc1Cl (stereo not drawn)
  . | 6%
- Cc1ccc(S(=O)(=O)CCc2nnc(NC(=O)c3ccccn3)s2)cc1
  3.6% | -8%

Other compounds follow:
Under each structure – Hsp70 inhibitors | MKP-3 inhibition
- Cc1cc(C)n2c(SCC(=O)Nc3cc(C)on3)nnc2n1
  2.1% | 0%
- CC(C)NS(=O)(=O)c1ccc(OCC(=O)Nc2ccc3c(c2)OCO3)c(Cl)c1
  3.3% | -9%
- CCCOc1cccc(C(=O)Nc2sc(C)cc2C(=O)OC)c1
  -2.2% | 4%
- O=C(CN1C(=O)c2ccccc2C1=O)Nc1ccccc1C(=O)N1CCOCC1
  3.9% | 2%
- O=C(NC(Cc1ccccc1)C(=O)N1CCN(c2ccccn2)CC1)c1ccco1 (stereo not drawn)
  -1.8% | -1%
- Nc1nc(COc2ccc3ccccc3c2)cs1
  2.2% | -5%
- COCCNS(=O)(=O)c1cccc2cccnc12
  3.2% | -3%
- CCC(c1nnnn1C1CCCCC1)N1CCN(C2CCCC2)CC1 (stereo not drawn)
  -2.3% | -2%
- O=c1c2ccccc2nc(-c2ccc(Cl)cc2)n1C1CCS(=O)(=O)C1 (stereo not drawn)
  3.0% | .
- CCN(CC)S(=O)(=O)C1CCS(=O)(=O)C1 (stereo not drawn)
  -2.1% | -1%
- Cc1ccc(S(=O)(=O)N2CCC(n3nnc4cc(C)ccc43)CC2)cc1
  3.2% | .
- Cc1cc(C)cc(NC(=O)c2ccccc2Cl)c1
  2.6% | 2%
- CCOC(=O)C(CO)(NC(C)=O)C(=O)OCC
  0.6% | -2%
- O=C(CCCn1c(SCC(=O)NCC2CCCO2)nc2ccccc2c1=O)NCc1ccccc1 (stereo not drawn)
  -1.7% | .
- c1cn(CCCNC2=NCCCCC2)cn1
  1.8% | -2%
- NC(=O)CSc1oc(-c2cccs2)nc1S(=O)(=O)c1ccccc1
  0.6% | .
- Cc1ccc2[nH]c(=O)c(CN(Cc3nnnn3Cc3ccccc3)C3CCCC3)cc2c1
  -1.9% | -16%
- c1ccc(CSc2nnc(NC3=NCCCCC3)s2)cc1
  4.6% | -1%
- Cc1ccc(-n2nc3ccc(NC(=O)c4ccco4)cc3n2)cc1Cl
  4.4% | 2%
- CC(C)(C)c1ccccc1OCC(=O)Nc1cccc(Cl)c1
  -0.2% | 2%

Structures from the list above containing a nitro group on carbon, in the order listed:
Under each structure – Hsp70 inhibitors | MKP-3 inhibition
- O=[N+]([O-])c1ccc(C=Nc2ccc(Oc3ccccc3)cc2)s1
  5.0% | 0%
- O=C1c2cccc3c([N+](=O)[O-])ccc(c23)C(=O)N1c1nccs1
  9.3% | .

A portion of the library; the hit share may differ from the screen's.
